Bioassay records as filed in PubChem BioAssay.
D2 antagonist: HTS Assay for Allosteric Antagonists of the Human D2 Dopamine Receptor: Primary Screen for Antagonists; 340,000 compounds, 2% hits; AID 485344, 2010; HEK293 TREx D2 cells, calcium flux, dopamine EC80; D(2) dopamine receptor (Homo sapiens), P14416; inhibition, % at 10 µM; in the data active means inhibition above about 30%; further: 0% is about no effect
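HEK293 T-REx D2 cells, tet-induced, calcium dye no-wash. Cpd pintool add, 180 s kinetic, then EC80 DA, 180 s kinetic. Ca flux read.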
LDHA block: qHTS assay for inhibitors of human lactate dehydrogenase | activity change, % (values are at about 110 or 230 µM) | L-lactate dehydrogenase A chain (Homo sapiens), P00338 | purified LDHA, NADH/diaphorase-resazurin fluorescence; hits give low values | 480,000 compounds, 0.15% hits | AID 1347041, 2019; in the data active means activity change below about -30%; inconclusive means mostly about -25% to -30%;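 further: plate controls were DMSO wells for no effect and wells without enzyme for full effect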
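LDH5 2 nM; NADH 0.06 mM, pyruvate 0.2 mM; 200 mM Tris pH 7.4, EDTA, Tween-20; 5 min RT. Detection: diaphorase 0.133 mg/mL + resazurin 37 µM, fluorescence ex540/em590 at 0 and 20 min; normalized to enzyme-free and DMSO wells.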
Vif-A3F inh: qHTS for Inhibitors of Vif-A3F Interactions: qHTS; HeLa A3F-eYFP + Vif (tagged APOBEC3F with the HIV-1 protein that degrades it), YFP fluorescence increase; Potency, µM (series often up to 46.1 µM), without a hit: at the highest dose activity, negative = active; 390,000 compounds, 0.2% hits; further: potency means the concentration at half of the fitted maximal effect; % of control where 0% means no effect; nearly all actives have a fitted effect of over 65% in size
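HeLa cells stably expressing A3F-eYFP plus Vif, plated and incubated overnight at 37 deg C, then exposed to compounds overnight at 37 deg C. Blocked degradation read as raised yellow fluorescence (Ex 488/Em 500-530).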
D2 agonist: HTS Assay for Allosteric Agonists of the Human D2 Dopamine Receptor: Primary Screen for Agonists. D(2) dopamine receptor (Homo sapiens), P14416. HEK293 T-REx D2 cells, calcium flux agonist mode. activation, % at 2 µM. 340,000 compounds, 0.53% hits;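 active means activation over 3 SD above normal in the single-dose calcium agonist read, cut at about 30% in these data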; further: 0% is about no effect
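In this primary screen, compounds producing a positive calcium signal within 180 s of addition to tetracycline-induced, force-coupled HEK293 Trex D2 cells are flagged; cells are dye-loaded with a no-wash calcium kit beforehand.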
Vif-APOBEC3G blk: qHTS for Inhibitors of Vif-A3G Interactions: qHTS | AID 602310, 2012 | Potency, µM (doses to about 46.1 µM), for inactives: top-dose activity, negative = active, hits mostly inhibitors | 410,000 compounds, 0.076% hits | HeLa A3G-eYFP + Vif (tagged APOBEC3G with the HIV-1 protein that degrades it), YFP fluorescence, overnight;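 further: potency means the concentration at half of the fitted maximal effect; on the % scale 0 is the no-effect control and ±100 the full control effect; nearly all actives have a fitted effect of over 60% in size; hits raise eYFP signal because A3G escapes Vif-driven loss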
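HeLa cells stably expressing Vif and C-terminally eYFP-tagged A3G, seeded overnight at 37 deg C, then exposed to compound by pintool overnight at 37 deg C. Rise in yellow fluorescence (Ex 488/Em 500-530, Acumen) marks blocked Vif-driven A3G degradation.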
RGS4 inhibitor: Inhibitors of Regulator of G Protein Signaling (RGS) 4: qHTS | Regulator of G-protein signaling 4 (Homo sapiens), P49798 | Transcreener GDP fluorescence polarization, RGS4-accelerated GTP hydrolysis | Potency, µM (top dose mostly 114 µM), inactives show at the top dose activity change, negative = inhibition, hits mostly inhibitors | 390,000 compounds, 0.039% hits; further: potency means the concentration at half of the fitted maximal effect; on the % scale 0 is the no-effect control and ±100 the full control effect; nearly all actives have a fitted effect of over 75% in size; some results filed as inactive show a strong effect at the top dose
Target sequence (P49798 whole entry, looked up): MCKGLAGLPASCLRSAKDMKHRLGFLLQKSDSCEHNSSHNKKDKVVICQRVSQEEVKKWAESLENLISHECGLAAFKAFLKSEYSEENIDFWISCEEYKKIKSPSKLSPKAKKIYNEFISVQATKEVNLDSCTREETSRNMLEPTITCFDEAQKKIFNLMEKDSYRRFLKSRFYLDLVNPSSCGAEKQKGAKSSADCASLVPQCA
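MLSMR compounds (23 nl, pin-transferred) preincubated 10 min at room temperature with a 500nM (2x) first reagent, then RGS4 at 900nM (2x) plus Transcreener GDP mix added; fluorescence polarization (620/688 nm) read before and after 90 min at 30 °C.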
GRP78 ERSR act: qHTS for Inducers of the Endoplasmic Reticulum Stress Response (ERSR) in Human Glioma: qHTS | U87-MG GRP78 promoter luciferase reporter, 16 h | 420,000 compounds, 0.02% hits | Potency, µM, without a hit: at the highest dose activation, usual class: activators; further: potency means the concentration at half of the fitted maximal effect; series mostly up to about 76 µM; % of control where 0% means no effect; nearly all actives have a fitted effect of over 35% in size
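Stably transfected U87-MG human glioma cells carrying a GRP78-based luminescent sensor were seeded at 1000 cells/well, pin-dosed with compounds and incubated 16 h. Luciferase reagent was then added, and end-point luminescence was read after 10 min at room temperature.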
ALOX12 inh: Primary qHTS assay for inhibitors of human arachidonate 12S-lipoxygenase (ALOX12): Round 2 | Polyunsaturated fatty acid lipoxygenase ALOX12 (Homo sapiens), P18054 | purified 12hLO, xylenol orange hydroperoxide absorbance | Potency, µM (doses to about 108 µM), inactives show at the highest dose activity change, negative = inhibition, actives largely listed as inhibitors | 580,000 compounds, 1.1% hits | AID 1671190, 2021; further: potency means the concentration at half of the fitted maximal effect; on the % scale 0 is the no-effect control and ±100 the full control effect
Target sequence (P18054 whole entry, looked up): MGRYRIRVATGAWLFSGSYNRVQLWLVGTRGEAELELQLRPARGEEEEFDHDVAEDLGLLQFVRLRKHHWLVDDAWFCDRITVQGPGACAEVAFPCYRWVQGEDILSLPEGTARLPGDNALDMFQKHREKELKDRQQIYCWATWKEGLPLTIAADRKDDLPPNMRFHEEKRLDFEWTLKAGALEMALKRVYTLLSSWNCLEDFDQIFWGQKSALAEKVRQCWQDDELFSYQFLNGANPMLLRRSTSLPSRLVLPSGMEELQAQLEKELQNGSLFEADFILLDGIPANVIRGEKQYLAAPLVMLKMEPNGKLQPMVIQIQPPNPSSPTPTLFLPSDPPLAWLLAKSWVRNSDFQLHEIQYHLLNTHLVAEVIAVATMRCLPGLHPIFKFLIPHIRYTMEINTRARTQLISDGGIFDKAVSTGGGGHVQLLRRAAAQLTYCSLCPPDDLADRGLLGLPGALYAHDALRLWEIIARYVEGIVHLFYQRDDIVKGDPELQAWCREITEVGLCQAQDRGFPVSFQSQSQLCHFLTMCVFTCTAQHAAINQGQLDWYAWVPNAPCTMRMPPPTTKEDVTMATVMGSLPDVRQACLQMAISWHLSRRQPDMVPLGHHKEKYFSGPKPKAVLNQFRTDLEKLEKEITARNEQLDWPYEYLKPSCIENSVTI
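Purified human 12hLO at 150 nM in 25 mM Hepes, 0.01% Triton X-100, pH 7.0, preincubated 15 min at room temperature with compound. Reaction started with 40 uM arachidonic acid, 30 min at room temperature. Hydroperoxide measured by Fe-xylenol orange, 573/405 nm absorbance ratio.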
ERG Ets-DNA blk: qHTS for Small Molecule Inhibitors of the ERG Ets/DNA interaction; Transcriptional regulator ERG (Homo sapiens), P11308; fluorescence polarization, His-ERG Ets domain / labelled DNA; Potency, µM (doses to about 76.9 µM), without a hit: at the top dose FP activity, negative = inhibition, most hits filed as inhibitors; 370,000 compounds, 0.028% hits; active means well fitted inhibition curve with a large enough effect in the polarisation, with a control signal flat; inconclusive means small, poorly fitted or top-dose-only effect, or effect the other way, or a change in a side signal; inactive means no such curve, though single readings can be large or run the other way; the % refers to the polarisation;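 further: polarization taken with two DNA probes labelled with fluorescein and Texas red; potency means the concentration at half of the fitted maximal effect; % of control where 0% means no effect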
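His-tagged ERG Ets domain (1 uM in the protein solution; 300mM KCl, 50mM Tris-HCl, 1mM EDTA, 1mM DTT, pH 7.5) received compound, then a probe mix of 5 nM fluorescein-DNA and 100nM Texas-615-DNA. Fluorescence polarization was read for both dyes.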
* hit, by the source's call; i = inactive; u = inconclusive; x = no result given; & = joins results of further samples; [ ] = dose if it differs, or a comment. Unless noted, the call rests on the fitted dose curve; in most records, active means well fitted curve in the direction sought with a large enough effect; inconclusive means small, poorly fitted or top-dose-only effect, or another doubt; inactive means no such curve, though single readings can be large; an effect the other way counts as inactive or inconclusive. Not all compounds are listed (hit frequency here may not be typical).

SMILES	D2 antagonist	LDHA block	Vif-A3F inh	D2 agonist	Vif-APOBEC3G blk	RGS4 inhibitor	GRP78 ERSR act	ALOX12 inh	ERG Ets-DNA blk
Cc1cc(C)c2cc(CN(CCO)C(=O)NC3CCCCC3)c(=O)[nH]c2c1	5	1	1%	-0.8	-2%	-13%[56.9 µM]	1%	27%	-1%
O=C(CCc1ccccc1)Nc1ccc2c(c1)OCCO2	2	-1	3%	-1.6	-7%	-12%	-8%	0%	-1%
COc1ccc(NCc2nnc(SCC(=O)NCc3ccccc3)n2-c2ccccc2OC)cc1	-1	2	-1%	-0.4	-1%	-14%	-10%	352%[activator]	1%
CCOC(=O)C(=CNc1cc(C(F)(F)F)ccc1N1CCOCC1)C(=O)OCC	19	4	1%	0.6	3%	16%	-5%	-29%	-12%
NC(=S)NNC(=O)c1ccccc1	-11	-3	-7%	-0.4	2%	-27%	2%	-3%	2%
Cc1ccc(C(=O)Nc2ccccc2C(=O)O)cc1NC(=O)COc1c(C)cccc1C	-12	-11	-7%	1.1	-11%	8%	6%	-9%	8%
CCc1ccc2[nH]c(=O)c(CN(CCN(C)C)C(=O)Nc3ccccc3)cc2c1	-12	-4	-2%	1.7	0%	-6%	-5%	10%	7%
CCN1C(=O)[C@H]2[C@@H](c3ccc(C)cc3)N[C@]3(CCCN(CCC(C)C)C3=O)[C@H]2C1=O	x	-3	-3%	x	0%	x	-1%	u	x
CCOC(=O)c1c(-c2ccccc2)csc1NC(=O)c1cc(-c2cccc(OC)c2)on1	x	0	-4%	x	1%	u	-1%	-8%	1%
CCOC(=O)C(C(=O)OCC)N(C#N)c1nc(N(C)C)nc(N(C)C)n1	14	-2	14%	-0.5	0%	4%	-4%	0%	-2%
O=C(c1ccccc1Oc1ccccc1)N1CCN(c2ccccc2F)CC1	-4	2	1%	0.0	-4%	-5%	-5%	-2%	-16%
COc1cc(/C=C/C(=O)N2CCC=CC2=O)cc(OC)c1OC	-10	-3	3%	-0.5	u	-11%	-9%&-11%	7%	7%
O=C(CC1Nc2cccc3cccc(c23)NC1=O)Nc1ccc(F)cc1 (configuration not stated)	-38	10&20	0%&-13%	6.0&0.5	-8%&-7%	-29%&-45%	8%&-5%	u	-5%&-19%
CCOc1cc(/C=C2\SC(=S)N(Nc3ccccc3)C2=O)ccc1O	35*	1	-24%	8.4	u	-12%[11.4 µM]	5%	-17%	u
COc1cccc(C(=O)N/N=C2\SCC(=O)N2Cc2ccc3c(c2)OCO3)c1	9	-6	-9%	-0.7	2%	-1%	1%	0%	-4%
CCOc1ccccc1CNS(=O)(=O)c1cc(-c2cc(C)no2)ccc1OC	-9	-17	-6%	0.5	2%	16%	-9%	1%	-2%
NC(=O)COC(=O)c1ccc2c(c1)C(=O)N(Cc1ccco1)C2=O	-8	-7	-4%	0.6	5%	-10%	-5%	2%	-4%
COc1ccc(C(=O)CSc2nc3cccnc3n2C)cc1	-14	-4	-2%	0.3	-1%	-24%	-5%	67%[activator]	-5%
N#CC(C(=O)c1ccccc1Cl)=C1SCCCS1	1	-8	-12%	-0.4	-26%	0%	3%	i	-4%
O=C(Nc1cccn(Cc2c(F)cccc2Cl)c1=O)NC1CCCCC1	4	10	-3%	0.5	-23%	12%	1%	-7%	-2%
CN(CC(=O)N1CCc2ccccc2C1)c1ccccc1	7	1	1%	0.7	-2%	-2%	1%	x	-2%
Cc1cc(Nc2nnnn2-c2ccccc2)n(-c2ccccc2)n1	-10	-8	-3%	0.2	3%	15%	7%	9%	0%
CCC1(c2ccc(Cl)cc2)NC(=O)N(CC(=O)NC2(C#N)CCCCC2)C1=O (configuration not stated)	x	1	-8%	x	-14%	-1%	0%	-6%	-3%
Clc1ccccc1CO/N=C1\CCCc2nonc21	-4	-3	6%	0.0	-5%	-13%	3%	-3%	-2%
O=C(NCc1ccccc1)c1cc(=O)nc2sc(-c3ccccc3)nn12	-1	-4	1%	-0.4	0%	-20%	-7%	-31%	-1%

Additional compounds follow.
SMILES	D2 antagonist	LDHA block	Vif-A3F inh	D2 agonist	Vif-APOBEC3G blk	RGS4 inhibitor	GRP78 ERSR act	ALOX12 inh	ERG Ets-DNA blk
Cc1ccccc1NC(=O)Cn1cnc2c(oc3nc4c(cc32)COC(C)(C)C4)c1=O	6	2	3%	-0.5	-1%	-1%	1%	26%	2%
O=C1CSCc2nc3ccccc3n21	x	-9	5%	x	1%	-23%	-2%	u	-11%
CCN(CC)P(=O)(Nc1ccc([N+](=O)[O-])cc1)c1c(C)nn(CCC#N)c1NC(=O)c1ccc(Cl)cc1 (configuration not stated)	3	-3	16%	-0.3	1%	5%	4%	-22%	0%
O=C(NC1CCc2ccccc21)c1cc(COc2cncc(Cl)c2)on1 (configuration not stated)	-8	-3	2%	0.5	-1%	16%	-2%	-11%	27%
CCc1c(C)sc(NC(=O)OC)c1C(=O)N1CCOCC1	7	2	1%	0.4	0%	4%	-6%	-10%	6%
CC(C)(C)OC(=O)N[C@@H](CCCCNC(=O)OCc1ccccc1)c1nnc([C@H](CCCCNC(=O)OCc2ccccc2)NC(=O)OC(C)(C)C)o1	18	-1	8%	4.5	1%	0%	-3%	x	-10%
COc1cccc(/C=N/n2c(C3CCCCC3)n[nH]c2=S)c1O	-13	1	u	0.5	2%	-26%	0%	20µM*	3%
O=C(NCCc1ccccc1)c1ccc(-c2cccnc2)c2ccoc12	x	0	x	x	-5%	x	-3%	10%	x
COC(=O)c1cn(-c2ccccc2)nc1-c1cccnc1	-24	-7	4%	-0.6	2%	-8%	-2%	-2%	8%
Cc1ccc(NC(=O)c2c(C(F)(F)F)nn(C)c2SCc2cccc(C(F)(F)F)c2)cc1C	3	1	-4%	-0.1	-1%	-3%	1%	0%	8%
O=C(NN=C1C2CC3CC1CC(Cl)(C3)C2)c1cccs1	7	-5	-9%	-1.6	1%	-1%	-1%	13%	8%
O=C(NCc1cccnc1)C12CC3CC(CC(Cl)(C3)C1)C2	-1	2	-14%	-0.1	-7%	-6%	-5%	-8%	-1%
CCOC(=O)N1CCN(C(=O)C2CCN(S(=O)(=O)c3ccc(NC(C)=O)cc3)CC2)CC1	-2	-3	6%	1.2	1%	-14%	-3%	-1%	16%
CC(=O)c1ccc(NC(=O)c2cnc(N3CCCC3)nc2C)cc1	x	1	x	x	x	-17%	x	-20%	0%
O=C(CCCCn1c(=O)c2ccccc2n(CC(=O)NC2CCCC2)c1=O)NC1CCCC1	1	-7	-2%	0.7	2%	-1%[11.4 µM]	-5%	139%[activator]	-8%
CC(=O)Nc1cccc(OCc2ccc(S(=O)(=O)Cc3ccccc3)cc2)c1	1	-3	-5%	-2.8	0%	-12%	-1%	13%	-11%
COc1cc(OC)cc(C(=O)NCC(=O)OCC(=O)Nc2ncc(Cl)cc2Cl)c1	-19	-2	u	1.1	-7%	-16%	-4%	-5%	8%
Cn1c(C(=O)NCCCN2CCN(c3ccccc3F)CC2)cc2c(=O)[nH]c3ccccc3c21	105*	-13	-1%	71*	0%	-2%	-3%	-5%	-3%
COc1ccccc1CCNC(=O)c1cc(-c2ccccn2)nc2ccccc12	0	-11	0%	0.0	-3%	4%	-2%	20%	0%
COC(=O)N/N=C(\C)c1ccc(OC(F)F)cc1	-2	-6	-6%	-0.1	0%	-12%	-2%	-17%	3%
Cc1ccccc1NC(=O)c1sc2nc(-c3cc4ccccc4oc3=O)[nH]c(=O)c2c1C	x	0	u	0.2	-1%	17%	-5%	-18%	-7%
CC(=O)NCCC(=O)N1CCCC(N(C)CCc2ccccc2)C1 (configuration not stated)	13	-1	0%	0.8	0%	-4%	-1%	12%	8%
CCCOc1ccc(Cc2c(O)nc(N)[nH]c2=O)cc1C	-6	-4	5%	0.1	0%	-14%	-3%	1%	2%
COc1ccc(C(=O)NC2CCN(CC(=O)N3CCCCC3)CC2)cc1	3	-6	-5%	0.4	1%	4%	-5%	-17%	-3%
O=C(Nc1nccs1)c1ccc(-c2cccc([N+](=O)[O-])c2)o1	16	-4	8%	-0.6	0%	u	5%	-4%	-4%
COc1ccc(OCC(=O)N2CCN(C(=O)c3ccc([N+](=O)[O-])cc3)CC2)cc1	-6	-7	-12%	-0.1	2%	-20%	-5%	-3%	-1%
O=C(/C=C/[C@H]1O[C@@H](n2ccc(=O)[nH]c2=O)[C@H](O)[C@@H]1O)NCC1CCCO1 (some centres not stated)	x	-2	x	x	-2%	x	-5%	-1%	x
